Screens (PubChem)
All columns: NCI-60 one-dose screen, growth in % after 48 h at 10 µM unless noted; 100 = growth as untreated, 0 = no growth, -100 = all killed.
HCC-2998 = HCC-2998 colon cancer; 79,000 compounds, 4.7% hits
DU-145 = DU-145 prostate cancer; 81,000 compounds, 4.2% hits; AID 1794760
PC-3 = PC-3 prostate cancer cells; 80,000 compounds, 3.9% hits
OVCAR-8 = OVCAR-8 ovarian cancer; 81,000 compounds, 4.4% hits
OVCAR-4 = OVCAR-4 ovarian cancer cells; 80,000 compounds, 3.7% hits
OVCAR-5 = OVCAR-5 ovarian cancer. 82,000 compounds, 2.9% hits
OVCAR-3 = OVCAR-3 ovarian cancer; 79,000 compounds, 7% hits
SW-620 = SW-620 colon cancer; 82,000 compounds, 5.2% hits
KM12 = KM12 colon cancer cells | 82,000 compounds, 5% hits
* = called active by the depositor; · = no result given; & = joins results of further samples; [ ] = dose if it differs, or a comment. Rule for the calls: active = growth percent below 10; inactive = the rest.

SMILES	HCC-2998	DU-145	PC-3	OVCAR-8	OVCAR-4	OVCAR-5	OVCAR-3	SW-620	KM12
CCCC(C)(C)COC(=O)c1ccc(Cl)cc1	101	113	78	92	104	107	108	102	100
COc1ccc(-c2noc(N)c2-c2cc(OC)c3c(c2)OCO3)cc1	46	29	31	27	92	62	-9.9*	17	24
COc1ccc(-c2cc(C(F)F)c3c(N)c(C(=O)c4ccc5c(c4)OCO5)sc3n2)cc1	81	74	·	38	55	83	71	76	86
O=C(O)C1CCc2nc(NCc3ccccc3)nc(NCc3ccccc3)c2C1 (stereo not drawn)	106	118	94	99	113	104	114	106	114
CCOc1nsc(OCC)n1	95	109	95	98	99	91	98	101	101
O=C(O)c1ccc(NO)cc1	107	102	90	93	90	102	110	98	103
Cc1cc(Cl)nc(Nc2ccccc2)n1	99	107	97	102	100	103	95	104	98
O=C1NCC(c2ccccc2)(c2ccccc2)C(=O)N1	108	114	104	112	109	110	108	109	105
COCCOC(=O)Nc1c(Cl)cccc1Cl	104	122	·	106	111	106	109	106	94
O=C(Nc1ccc(Cl)cn1)c1cccc(N2C(=O)/C(=C/c3cccc(F)c3)SC2=S)c1	109	105	95	102	97	99	100	102	99
Nc1c(C(=O)Nc2cccc(Cl)c2)sc2ncc(Cl)cc12	78	57	96	82	-4.9*	89	71	67	63
O=C(NCc1ccc(Cl)cc1Cl)C1CCC(=O)N1C(=O)Nc1ccccc1Cl (stereo not drawn)	104	105	90	97	104	110	102	102	96
Cn1c2c(c(=O)n(C)c1=O)C1(C(=O)N(Cc3ccccc3)c3ccccc31)c1c(n(C)c(=O)n(C)c1=O)N2	103	92	42	87	98	98	70	84	81
COc1ccccc1NC(=O)c1cccc(C2CC(=O)c3c(cc(OC)c(OC)c3OC)O2)c1 (stereo not drawn)	102	85	78	71	75	102	93	102	90
NS(=O)(=O)c1ccc(NC(=O)N2CCN(c3ccc(Cl)cc3)CC2)cc1	103	104	99	102	110	103	102	103	100
CCCCN(CCCC)CC(O)Cc1ccc(OCC)cc1 (stereo not drawn)	100	114	85	85	106	108	111	105	103
Cc1cc(C)c(-c2c(C)cc(C)cc2C)c(C)c1	103	126	85	98	113	110	124	98	109
CCOC(=O)c1c(C)c2c(n1Cc1ccc(OC)cc1)CSc1cc(S(=O)(=O)c3ccccc3)c(=O)[nH]c1-2	90[100 µM]	81[100 µM]	62[100 µM]	66[100 µM]	84[100 µM]	97[100 µM]	75[100 µM]	79[100 µM]	61[100 µM]
Cc1cccc(C[C@H](NC(=O)Nc2ccc(C)cc2F)C(=O)N[C@@H]2C(=O)N3C[C@H](O)C[C@H]3C(=O)N3CCN(C)C[C@H]3C(=O)N[C@@H](C)C(=O)N3C[C@H](C)C[C@H]3C(=O)O[C@H]2C)c1	36	38	23	51	13	43	24	48	44
CC(C)CC(NC(=O)CCc1nc2c(=O)[nH]c(=S)[nH]c2[nH]c1=O)C(=O)O (stereo not drawn)	99	105	96	101	104	104	104	105	106
Cc1ccc2c(c1)C(=O)/C(=C/c1ncc([N+](=O)[O-])n1C)O2	-44*	-26*	-2.9*	-31*	22	9.0*	-47*	-33*	-48*
Clc1ccc(CSc2ncnc(SCc3ccc(Cl)cc3Cl)c2Br)c(Cl)c1	99	113	93	99	104	99	109	95	103
COc1cc(/C=N/C2=NNC(C)(c3ccccc3O)N2C(Cc2c[nH]c3ccccc23)C(=O)O)ccc1O (stereo not drawn)	106	105	76	96	86	107	87	95	89
COc1ccc(-c2cc(-c3nnc(SCC(=O)Nc4ccc(C(=O)/C=C/c5ccc(Cl)cc5)cc4)n3-c3ccccc3)c3ccccc3n2)cc1	101	106	93	97	93	107	103	104	98
CN=S(=O)(OCCCCCOS(=O)(=NC)c1ccc(C)cc1)c1ccc(C)cc1 (stereo not drawn)	92	86	76	95	83	106	104	85	98
(continued)
SMILES	HCC-2998	DU-145	PC-3	OVCAR-8	OVCAR-4	OVCAR-5	OVCAR-3	SW-620	KM12
COc1ccc2[nH]cc(-c3nc(N)nnc3-c3cn(C)c4ccc(Br)cc34)c2c1	59	49	24	43	64	56	-8.8*	21	24
Cc1cc(=O)c2c(o1)C(=O)c1occc1C2=O	103	108	96	105	99	121	91	103	110
Cc1ccc(Nc2nc3c(s2)C2=CC[C@H]4[C@@H]5CC[C@H]([C@H](C)CCCC(C)C)[C@@]5(C)CC[C@@H]4[C@@]2(C)CC3)c(C)c1	109	105	98	99	115	107	102	99	98
CCN(CC)CCO/N=C1/C=C2CCC3C4CCC([C@H](C)CCCC(C)C)[C@@]4(C)CCC3[C@@]2(C)CC1 (stereo partly drawn)	103	105	94	103	104	96	105	101	98
CCCN(CCC)C(=O)C(c1ccccc1)C1(O)CCCC1 (stereo not drawn)	102	107	97	103	122	118	104	106	99
O=C(c1ccccc1)N1CCN(C(=O)c2ccccc2)CC1	105	110	99	106	120	104	120	117	111
Cc1ccc(S(=O)(=O)OC2CCN(C(=O)OCc3ccccc3)CC2)cc1	103	107	120	106	106	110	109	98	112
COc1ccc(S(=O)(=O)NCCCNc2nccc(-c3c(-c4ccc(F)c(OC)c4)nc4occn34)n2)cc1	102	73	51	74	75	146	105	115	69
CCC(CC)OC(=O)c1ccccc1C	110	103	93	95	110	115	104	110	99
CCN(CC)CCOc1ccc(/C=N/Nc2nc3c([nH]2)c(=O)n(C)c(=O)n3C)cc1	111&102	108&115	88&99	104&107	105&107	90&117	95&114	104&108	106&109
Cn1c(COC(=O)NCCN2CCOCC2)nc2c(N3CCOCC3)nc(-c3ccccc3)nc21	-54*	-82*	-71*	7.7*	-61*	-87*	-87*	-77*	-5.3*
O=C(Oc1ccccc1)c1ccccc1Cl	108	114	95	104	108	91	97	104	99
N#Cc1cc([C@@H]2Nc3cc4[nH]ncc4cc3[C@H]3C4CCC(C4)[C@@H]23)ccc1F (stereo partly drawn)	110	101	94	95	84	100	106	94	102
O=c1[nH]c2c(cc1S(=O)(=O)c1ccccc1)CCc1c-2cnn1-c1ccc(Cl)cc1	100	125	99	98	104	94	119	105	117
O=C(/C=C/c1ccccc1)Cc1ccccc1	101	114	96	97	114	133	119	109	105
COc1ccc2nc(-c3ccc(N/C=C\C(=O)c4cc(OC)c(OC)c(OC)c4)cc3)sc2c1	106	103	97	104	·	104	106	99	96
Cc1[nH]c(C(=O)Nc2cc(S(C)(=O)=O)ccc2O)c2c1C(=O)CCCC2	106	107	90	109	87	106	94	98	98
COc1cc(OC)c(C(=O)/C=C/c2cc3c(cc2OCc2ccccc2)OC(C)(C)CC3)cc1CC=C(C)C	·	52	25	2.0*	45	65	19	25	42
CC1CCC(C(=O)O)N1 (stereo not drawn)	98	·	99	112	99	91	109	113	106
C#Cc1nc(C2=C(C)C(=O)/C(=N/OC(C)=O)C2)cs1	117	86	94	78	90	99	111	110	47
CCCS(=O)(=O)Nc1ccc(F)c(C(=O)c2c[nH]c3ncc(-c4ccc(Cl)cc4)cc23)c1F	·	49	22	32	49	49	65	79	32
O=C(c1ccc(O)c(Br)c1)c1ccc(O)c(Br)c1	105	87	101	106	103	110	114	109	99
COc1ccc(C(=O)c2sc3nc(-c4cc(OC)ccc4OC)cc(-c4ccc(OC)cc4)c3c2N)cc1	102	109	·	100	85	95	104	102	93
N#CC(C#N)c1c(C(F)(F)F)nn(-c2ccccc2)c1-c1ccc(Cl)cc1	111	112	96	106	119	100	106	110	91
CCSC(SCC)C(OC(C)=O)C(OC(C)=O)C(OC(C)=O)C(COC(C)=O)OC(C)=O (stereo not drawn)	109	·	86	100	110	90	96	106	105

An excerpt of these results, as comma-separated lines:
Molecule,HCC-2998,DU-145,PC-3,OVCAR-8,OVCAR-4,OVCAR-5,OVCAR-3,SW-620,KM12
Nc1c(C(=O)Nc2cccc(Cl)c2)sc2ncc(Cl)cc12,78,57,96,82,-4.9*,89,71,67,63
O=C(NCc1ccc(Cl)cc1Cl)C1CCC(=O)N1C(=O)Nc1ccccc1Cl (stereo not drawn),104,105,90,97,104,110,102,102,96
Cn1c2c(c(=O)n(C)c1=O)C1(C(=O)N(Cc3ccccc3)c3ccccc31)c1c(n(C)c(=O)n(C)c1=O)N2,103,92,42,87,98,98,70,84,81
COc1ccccc1NC(=O)c1cccc(C2CC(=O)c3c(cc(OC)c(OC)c3OC)O2)c1 (stereo not drawn),102,85,78,71,75,102,93,102,90
NS(=O)(=O)c1ccc(NC(=O)N2CCN(c3ccc(Cl)cc3)CC2)cc1,103,104,99,102,110,103,102,103,100
CCCCN(CCCC)CC(O)Cc1ccc(OCC)cc1 (stereo not drawn),100,114,85,85,106,108,111,105,103
Cc1cc(C)c(-c2c(C)cc(C)cc2C)c(C)c1,103,126,85,98,113,110,124,98,109
CCOC(=O)c1c(C)c2c(n1Cc1ccc(OC)cc1)CSc1cc(S(=O)(=O)c3ccccc3)c(=O)[nH]c1-2,90[100 µM],81[100 µM],62[100 µM],66[100 µM],84[100 µM],97[100 µM],75[100 µM],79[100 µM],61[100 µM]
Cc1cccc(C[C@H](NC(=O)Nc2ccc(C)cc2F)C(=O)N[C@@H]2C(=O)N3C[C@H](O)C[C@H]3C(=O)N3CCN(C)C[C@H]3C(=O)N[C@@H](C)C(=O)N3C[C@H](C)C[C@H]3C(=O)O[C@H]2C)c1,36,38,23,51,13,43,24,48,44
CC(C)CC(NC(=O)CCc1nc2c(=O)[nH]c(=S)[nH]c2[nH]c1=O)C(=O)O (stereo not drawn),99,105,96,101,104,104,104,105,106
Cc1ccc2c(c1)C(=O)/C(=C/c1ncc([N+](=O)[O-])n1C)O2,-44*,-26*,-2.9*,-31*,22,9.0*,-47*,-33*,-48*
Clc1ccc(CSc2ncnc(SCc3ccc(Cl)cc3Cl)c2Br)c(Cl)c1,99,113,93,99,104,99,109,95,103
COc1cc(/C=N/C2=NNC(C)(c3ccccc3O)N2C(Cc2c[nH]c3ccccc23)C(=O)O)ccc1O (stereo not drawn),106,105,76,96,86,107,87,95,89
COc1ccc(-c2cc(-c3nnc(SCC(=O)Nc4ccc(C(=O)/C=C/c5ccc(Cl)cc5)cc4)n3-c3ccccc3)c3ccccc3n2)cc1,101,106,93,97,93,107,103,104,98
CN=S(=O)(OCCCCCOS(=O)(=NC)c1ccc(C)cc1)c1ccc(C)cc1 (stereo not drawn),92,86,76,95,83,106,104,85,98
COc1ccc2[nH]cc(-c3nc(N)nnc3-c3cn(C)c4ccc(Br)cc34)c2c1,59,49,24,43,64,56,-8.8*,21,24
Cc1cc(=O)c2c(o1)C(=O)c1occc1C2=O,103,108,96,105,99,121,91,103,110
Cc1ccc(Nc2nc3c(s2)C2=CC[C@H]4[C@@H]5CC[C@H]([C@H](C)CCCC(C)C)[C@@]5(C)CC[C@@H]4[C@@]2(C)CC3)c(C)c1,109,105,98,99,115,107,102,99,98
CCN(CC)CCO/N=C1/C=C2CCC3C4CCC([C@H](C)CCCC(C)C)[C@@]4(C)CCC3[C@@]2(C)CC1 (stereo partly drawn),103,105,94,103,104,96,105,101,98
CCCN(CCC)C(=O)C(c1ccccc1)C1(O)CCCC1 (stereo not drawn),102,107,97,103,122,118,104,106,99
O=C(c1ccccc1)N1CCN(C(=O)c2ccccc2)CC1,105,110,99,106,120,104,120,117,111

Further records
SMILES	HCC-2998	DU-145	PC-3	OVCAR-8	OVCAR-4	OVCAR-5	OVCAR-3	SW-620	KM12
O=C(O)c1cccnc1Sc1nc2ccc(Cl)cc2c(=O)n1-c1ccccc1	100	113	90	115	118	113	132	112	108
N#CC1C(=O)CC(c2ccccc2)N2c3ccccc3SC12 (stereo not drawn)	99	108	80	98	107	101	96	102	99
O=[N+]([O-])O[C@@H]1CO[C@H]2[C@@H]1OC[C@@H]2O	98	112	106	106	·	103	116	109	99
O=Cc1ccc2oc3ccccc3c2c1	94	119	97	110	118	108	114	112	110
CNC(=O)Cn1nnc(CO)c1CCc1ccccc1	106	110	99	101	110	103	109	103	99
COc1cc(/C=C/c2cc(O)c3cc(C(C)=O)c(=O)oc3c2)cc2c1O[C@]1(C)CC[C@@H](O)C(C)(C)[C@H]1C2	67	53	27	84	66	71	85	28	58
Cc1c(C(=O)NCCCC(=O)NO)sc2ncnc(Nc3ccc(NC(=O)Nc4cccc(C(F)(F)F)c4)cc3)c12	114	107	111	106	110	111	118	109	102
CCOC(=O)C1C(=O)NC(C(=O)OCC)(C(=O)OCC)C1CC (stereo not drawn)	108	117	93	108	110	105	125	115	112
O=C(/C=C/c1cccc(OC(F)(F)F)c1)Nc1ccc(C=C2c3ccccc3C(=O)c3ccccc32)cc1	102	110	·	84	73	88	78	77	67
COc1cccc(C2CC(=O)Nc3cc4c(cc32)CCC4)c1OC (stereo not drawn)	·	52	69	85	76	99	46	29	29
N#Cc1c(-c2ccccc2Br)n2c(nc1=O)SC(=O)C2	107	118	114	105	106	106	120	110	110
CS(=O)(=O)c1ccc(-c2nn(-c3ccccc3)cc2/C=N/NC(=O)c2ccccc2)cc1	108	111	89	87	97	101	105	106	94
COC(c1cc2c(cc1Br)OCO2)C(C)Br (stereo not drawn)	100	110	80	108	107	101	103	118	105
Nc1ncc(CO)c(N)n1	105	103	97	96	102	99	104	103	104
OCC1O[C@@H](O[C@@H]2O[C@H](CO)[C@H]3CCCC[C@@H]23)[C@@H](O)C(O)[C@@H]1O (stereo partly drawn)	104	111	91	98	100	98	111	101	103
O=C(NNC(=O)c1cnc2nc[nH]n2c1=O)c1ccccc1	109	100	117	109	109	103	104	110	103
